Source: PubChem (National Center for Advancing Translational Sciences (NCATS))
APE1 inh: inhibitors of human APE1 endonuclease | recombinant APE1, TAMRA/BHQ-2 abasic DNA cleavage fluorescence | Potency, µM (series often up to 65.8 µM), for the others: at the highest dose activity change, negative = inhibition, actives largely listed as inhibitors | hit rate 0.35% among 350,000 | AID 2517;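 note: potency is the fitted concentration of half-maximal effect; plate controls were vehicle for no effect and reference inhibitor for full effect; nearly all actives have a fitted effect of over 55% in size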
Target sequence (P27695 whole entry, looked up): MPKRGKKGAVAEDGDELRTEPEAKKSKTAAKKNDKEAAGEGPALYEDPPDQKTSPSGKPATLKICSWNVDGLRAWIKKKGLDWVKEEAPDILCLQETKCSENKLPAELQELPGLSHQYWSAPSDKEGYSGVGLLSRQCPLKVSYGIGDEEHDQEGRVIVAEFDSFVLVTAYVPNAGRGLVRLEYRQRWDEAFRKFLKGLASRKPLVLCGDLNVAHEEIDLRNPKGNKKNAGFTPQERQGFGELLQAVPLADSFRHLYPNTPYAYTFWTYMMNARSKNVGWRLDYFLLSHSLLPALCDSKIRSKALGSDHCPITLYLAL
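Enzyme (0.75 nM final) and test compound are incubated 15 min at room temperature before adding 50 nM quenched THF abasic-site duplex. Cleavage dequenches TAMRA, followed at 525/598 nm over three reads one minute apart.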
Pol iota inh: blocks human DNA polymerase iota activity | Q9UNA4 | Pol iota fluorescent replication assay, 10 min | Potency, µM (series often up to 115 µM), inactives show at the highest dose activity, negative = inhibition, hits mostly inhibitors | hit rate 1% among 390,000 | AID 588590; note: potency is the fitted concentration of half-maximal effect
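Pol iota at 10 nM preincubated 15 min with compounds at room temperature; reaction started with fluorescent substrate, 50 nM final. Fluorescence read kinetically at 0 and 10 min; buffer-only wells as negative control.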
POLH inh: DNA polymerase eta (human) inhibition | Q9Y253 | recombinant Pol eta, fluorescent DNA replication assay | Potency, µM (doses to about 114 µM), without a hit: top-dose activity change, negative = inhibition, usual class: inhibitors | hit rate 1.2% among 390,000 | AID 588591; note: potency is the fitted concentration of half-maximal effect; % is set by controls: 0 for no effect and ±100 for the full control effect
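Pol eta at 10 nM preincubated with compounds 15 min at room temperature; reaction started with fluorescent substrate (50 nM final) and read kinetically at 0 and 10 min.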
Tb PGK inh: T. brucei PGK inhibition | P07378 | PGK/GAPDH coupled, Kinase-Glo luminescence, 60 min | Potency, µM (doses to about 57.5 µM), inactives show top-dose activity change, negative = inhibition, hits mostly inhibitors | hit rate 0.043% among 380,000 | AID 602233; note: potency is the fitted concentration of half-maximal effect; % is set by controls: 0 for no effect and ±100 for the full control effect; nearly all actives have a fitted effect of over 60% in size
Target sequence (P07378 whole entry, looked up): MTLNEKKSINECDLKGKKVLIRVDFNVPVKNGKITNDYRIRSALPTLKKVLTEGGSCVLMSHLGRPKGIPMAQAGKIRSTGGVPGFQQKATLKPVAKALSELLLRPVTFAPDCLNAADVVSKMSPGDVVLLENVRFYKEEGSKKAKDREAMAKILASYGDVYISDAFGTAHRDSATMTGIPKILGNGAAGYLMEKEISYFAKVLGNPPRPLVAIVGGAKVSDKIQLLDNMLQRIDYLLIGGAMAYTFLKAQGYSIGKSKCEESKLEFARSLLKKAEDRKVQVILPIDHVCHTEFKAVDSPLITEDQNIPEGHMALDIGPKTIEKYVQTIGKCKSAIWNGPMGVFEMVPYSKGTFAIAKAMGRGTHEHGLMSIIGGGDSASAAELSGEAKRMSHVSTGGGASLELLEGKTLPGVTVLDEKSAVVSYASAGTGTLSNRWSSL
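Recombinant glycosomal PGK reaction used 1,3-bisphosphoglycerate generated in-well by GAPDH (100nM final) in 100mM TEA pH 7.6, 5mM MgCl2, 0.01% Tween-20. After 60 minutes at room temperature, ATP was read by Kinase-Glo Plus luminescence end-point.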
Apoferritin bind: binds horse apoferritin like a general anesthetic; AID 485281; P02791; Potency, µM (doses to about 77.5 µM), without a hit: top-dose activity change, negative = displacement, usual class: inhibitors; hit rate 0.074% among 350,000; apoferritin/1-aminoanthracene competitive binding, fluorescence; note: potency is the fitted concentration of half-maximal effect; % is set by controls: 0 for no effect and ±100 for the full control effect; nearly all actives have a fitted effect of over 20% in size
Target sequence (P02791 2-175 limits assumed): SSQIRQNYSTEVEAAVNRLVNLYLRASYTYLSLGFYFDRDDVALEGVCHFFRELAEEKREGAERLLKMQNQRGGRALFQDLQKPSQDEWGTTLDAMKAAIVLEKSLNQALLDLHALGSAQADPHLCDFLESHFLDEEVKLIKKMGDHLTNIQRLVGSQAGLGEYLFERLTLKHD
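Steps: apoferritin (10 uM) was premixed with half-saturated 1-AMA in PBS, compounds were pin-transferred, plates stood 10 min at room temperature, fluorescence was read at 380/535 nm, and curves were fitted with a Hill equation.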
POLK inh: DNA polymerase kappa (human) inhibition; hit rate 0.53% among 400,000; AID 588579; Potency, µM (highest dose often 107 µM), without a hit: at the highest dose activity, negative = inhibition, hits mostly inhibitors; purified Pol kappa, fluorescent DNA synthesis assay, 10 min; Q9UBT6; note: potency is the fitted concentration of half-maximal effect; % is set by controls: 0 for no effect and ±100 for the full control effect
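Pol kappa 10 nM + cpd, 15 min RT; start w/ substrate 50 nM final; fluorescence kinetic read, 0 and 10 min. Neg ctrl: buffer, no enzyme.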
BLM helicase inh: Bloom syndrome helicase (human) inhibition; P54132; recombinant BLM DNA unwinding, fluorescence dequenching; Potency, µM (series often up to 56.1 µM), inactives show at the top dose activity change, negative = inhibition, usual class: inhibitors; hit rate 0.2% among 350,000;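 note: potency is the fitted concentration of half-maximal effect; plate controls were vehicle for no effect and no enzyme for full effect; nearly all actives have a fitted effect of over 35% in size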
RXFP1 antag: blocks the human relaxin receptor RXFP1; Q9HBX9; HEK293-RXFP1, relaxin-stimulated cAMP HTRF, 30 min; hits give low values; activity change, negative = inhibition, % at 57.5 µM; hit rate 0.59% among 350,000; AID 1259400;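 active = activity change of -60% or lower, but not beyond a set lower limit; inconclusive = change between -60% and -40%, or beyond the set limit; inactive = change above -40%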; note: % is set by controls: 0 for no effect and ±100 for the full control effect
POLB inh: inhibitors of human DNA polymerase beta; AID 485314; Pol beta primer extension/strand displacement, fluorescence kinetic; Potency, µM (doses to about 114 µM), for the others: at the highest dose activity change, negative = inhibition, hits mostly inhibitors; hit rate 1.3% among 340,000; note: potency is the fitted concentration of half-maximal effect; % is set by controls: 0 for no effect and ±100 for the full control effect
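Curves were derived by four-parameter Hill fits of normalized qHTS data. The kinetic fluorescent primer-extension read was taken at 0 and 10 min after 50 nM substrate, following a 15 min room-temperature preincubation of 10 nM enzyme with compounds.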
An asterisk follows results filed as active; i = inactive; ? = inconclusive; · = not tested or not shown; [ ] = remark or other dose. Unless noted, calls come from the whole dose curve; as a rule, active = well fitted curve in the direction sought with a large enough effect; inconclusive = small, poorly fitted or top-dose-only effect, or another doubt; inactive = no such curve, though single readings can be large; an effect the other way counts as inactive or inconclusive. The list is partial (hit frequency here may not be typical).

SMILES	APE1 inh	Pol iota inh	POLH inh	Tb PGK inh	Apoferritin bind	POLK inh	BLM helicase inh	RXFP1 antag	POLB inh
COc1cc(-c2noc(C3CCCN(C(=O)c4c(F)cccc4F)C3)n2)cc(OC)c1OC (stereo not given)	-15%	27%	-16%	-10%	-23%	0%	1%	5	15%
Cc1ccnc(N/N=C/c2ccccc2)n1	4%	191%[activator]	-14%	-16%	-10%	-3%	-3%	-9	4%
O=C(CN1CCN(Cc2ccccc2)CC1)NCc1ccc(Cl)cc1	32%	110%[activator]	-19%	-7%	-6%	-10%	-5%	-3	0%
CNS(=O)(=O)c1cccc(C(=O)OC2CCCCC2=O)c1 (stereo not given)	-5%	6%	-3%	-2%	-13%	-8%	0%	0	17%
Cn1c(NCCN)nc2c1c(=O)n(Cc1ccccc1)c(=O)n2C	·	?	-11%	6%	5%	-3%	3%	0	18%
O=C(COc1ccc(-c2nnco2)cc1)Nc1c(F)cccc1F	13%	22%	-19%	2%	·	2%	·	-10	·
Cc1cc(C)n(-c2nc3ccccc3nc2N2CCN(C(=O)c3ccccc3)CC2)n1	-4%	11%	-2%	-8%	2%	2%	-2%	-8	8%
COc1ccc(C(=O)Nc2ccncc2)cc1OC	11%	?	-8%	-8%	-1%	-5%[60.1 µM]	3%	0	27%
CCN1C(=O)/C(=C/c2cccs2)N(C)C1=S	2%	10%	-13%	4%	?	-4%	-1%	10	2%
CC(C)N(C(=O)NC(=O)Nc1ccc(S(=O)(=O)N2CCCC2)cc1)S(C)(=O)=O	5%	-30%	-9%	-6%	?	6%	1%	-5	14%
CC(=O)Oc1ccc(/C=N/NC(=O)CCSc2ccccc2)cc1	1%	108%[activator]	-17%	-5%	?	-3%	-5%	-6	17%
O=C(Nc1ccccc1N1CCOCC1)c1cccc(F)c1	12%	27%	-15%	-18%	-7%	-7%	-3%	-7	24%
COc1ccc(Br)cc1CNC(=O)c1ccc(-n2c(C)cc3c2CCC(C)C3)cc1 (stereo not given)	·	5%	-12%	-1%	34%[activator]	-1%	-2%	-3	-19%
COc1ccc(C(=O)COC(=O)C(CCSC)NS(=O)(=O)c2ccc(Cl)cc2)cc1 (stereo not given)	?	4%	-16%	8%	-21%	-11%	-10%	·	-1%
COc1ccc2cnn(Cc3ccccc3)c(=O)c2c1OC	-8%	11%	-7%	-2%	-12%	-1%	-4%	-3	14%
C=CCOc1ccc(/C=N/NC(=O)c2c(C)nc3ccc(Cl)cn23)cc1	38%	-8%	-9%	-4%	5%	-1%	-5%	-10	-26%
O=S(CC1CC1(Cl)Cl)CC1CC1(Cl)Cl (stereo not given)	11%	1%	-15%	4%	0%	-9%	2%	9	-9%
CCOCCCNCc1ccc(OCc2ccccc2C)c(OC)c1	16%	9%	-10%	-10%	?	13%	-9%	1	30%
Cn1c(CNc2ccc(Cl)cc2)nnc1SCC#N	0%	7%	-8%	3%	-3%	-7%	-3%	23	15%
O=C(NCCc1ccc(Cl)cc1)c1ccc2c(c1)N(Cc1ccc(F)cc1)C(=O)CS2	·	-21%	-22%	1%	64%[activator]	-7%[60.1 µM]	-13%	-32	24%
CC(=O)c1ccc(NC(=O)Nc2ccc([N+](=O)[O-])cc2)cc1	-6%	-17%	-15%	-4%	-6%	-9%	-8%	-3	19%
O=[N+]([O-])c1ccc2nnn(O)c2c1	2%	1%	?	i	-1%	-1%	-2%	-11	-17%
CCn1c(=NC(=O)CN2C(=O)CCC2=O)sc2c(OC)ccc(OC)c21	3%	22%	-3%	7%	-2%	-14%	0%	10	-1%
COC(=O)c1ccc(NC(=O)CN(C)S(=O)(=O)c2ccc(OC)c(C)c2)cc1	2%	-2%[58.9 µM]	-4%	1%	-4%	-13%	1%	-6	-19%
CC(C)OCCCn1c(SCC(=O)Nc2ccc(F)cc2)nc2c(sc3ccccc32)c1=O	·	-3%	-16%	0%	-9%	3%[60.1 µM]	-1%	-9	1%
SMILES	APE1 inh	Pol iota inh	POLH inh	Tb PGK inh	Apoferritin bind	POLK inh	BLM helicase inh	RXFP1 antag	POLB inh
Cc1ccn2c(CNC(C)c3cn(C)nc3C)c(C(=O)N3CCCCCC3)nc2c1 (stereo not given)	6%	-3%	-23%	-9%	-4%	-17%	0%	-11	8%
O=[N+]([O-])c1cc2c(cc1CN1CCN(CCOCCO)CC1)OCO2	15%	7.9µM*	-2%	-11%	4%	?	0%	1	19%
COc1cc(NC(=S)Nc2ccccn2)cc(OC)c1OC	-4%	90%[activator]	-20%	-2%	-6%	-1%	0%	-16	23%
COc1ccc(C(c2c(C)n(C)n(-c3ccccc3)c2=O)c2c(C)n(C)n(-c3ccccc3)c2=O)cc1OC	24%	?	-4%	-7%	-4%	-3%	-13%	1	15%
CCS(=O)(=O)c1ccc(O)c(NC(=O)c2cc(OC)c(OC)c(OC)c2)c1	-4%	-2%	-10%	-1%	-16%	2%	-4%	-9	2%
CN(C)c1ccc(C2NCCS2)cc1 (stereo not given)	2%	42%[activator]	-8%	-5%	-11%	-3%	-1%	0	-1%
COc1ccc(CNC(=O)c2ccc3nc(C(C)C)oc3c2)cc1OC	·	10%	-16%	i	3%	-11%[60.1 µM]	0%	-12	17%
O=C(COC(=O)c1nc(Cl)ccc1Cl)Nc1ccccc1OC(F)F	-2%	76%[activator]	6%	-6%	-19%	-6%	-3%	-20	48%
CN(C)C(CNC(=O)c1ccc(C(=O)c2ccccc2)cc1)c1ccccc1 (stereo not given)	4%	-27%	-15%	-6%	-4%	-8%	1%	-32	7%
FC(F)(F)c1ccccc1N/N=C/c1cccnc1	-28%	11%	-11%	i	2%	-9%	-6%	-10	31%
O=C(c1ccccc1)c1ccc(OCC(O)CN2CCCCC2)cc1 (stereo not given)	9%	36%[activator]	-13%	-3%	-1%	-9%	3%	-7	0%
C=C(C)C1COc2cc3oc(=O)ccc3cc2O1 (stereo not given)	0%	·	·	·	-2%	-4%[60.1 µM]	4%	·	·
S=c1[nH]nc(Cc2sc(-c3ccccc3)nc2-c2ccccc2)o1	-1%	-2%	-1%	2%	-18%	-13%	-2%	-13	1%
COc1ccc(-c2nc(CSCC(=O)NC3CCCc4ccccc43)c(C)o2)cc1OC (stereo not given)	-1%	4%	8%	-6%	-23%	-7%	-4%	3	11%
CC1Cc2ccccc2N1C(=O)Cn1cc([N+](=O)[O-])cn1 (stereo not given)	-1%	15%	-11%	-4%	-16%	-8%	0%	-4	31%
CCOc1ccc(-n2cc(-c3ccccc3)c3c(NC4CCCCC4)ncnc32)cc1	·	-3%	-18%	9%	-3%	-8%[60.1 µM]	-8%	11	27%
Clc1ccc(-c2cnc3n2CCCCC3)cc1	-2%	10%	-7%	4%	-11%	3%	2%	9	6%
CC(=O)c1sc(-c2ccc(Cl)cc2)nc1C	1%	-24%	-14%	-4%	-12%	1%	-3%	-12	32%
CCn1c(COc2ccc(OC)cc2)nnc1SCc1nc2ccccc2c(=O)[nH]1	-2%	·	·	·	1%	·	2%	·	?
CCCN1CCN(C(=O)Cn2c(=O)oc3cc(S(=O)(=O)NCc4ccccc4)ccc32)CC1	0%	-7%	0%	-7%	-14%	-4%	1%	·	-1%
O=C(c1ccccc1Cl)N1CCC(c2nc3c(nnn3Cc3ccco3)c(=O)[nH]2)CC1	-4%	?	-17%	-7%	-1%	0%	6%	·	2%
CCc1ccc(N(C(=O)c2csnn2)C(C(=O)NCc2ccccc2)c2ccco2)cc1 (stereo not given)	-12%	2%	0%	-1%	?	-9%	2%	6	0%
CC1(C)CC(=O)C2=C(C1)NC(=O)NC2c1ccc([N+](=O)[O-])cc1 (stereo not given)	23%	42%[activator]	-3%	-2%	0%	-3%	-1%	3	-3%
CCOc1cccc(C(=O)NC(=S)Nc2ccc(Cl)cc2C(=O)O)c1	12%	69%[activator]	-10%	-2%	-4%	-14%	-8%	-14	23%
O=c1oc(-c2ccccc2NS(=O)(=O)c2ccc(Cl)cc2)nc2ccccc12	-6%	88%[activator]	4%	-1%	-4%	-4%	-8%	-18	5%
SMILES	APE1 inh	Pol iota inh	POLH inh	Tb PGK inh	Apoferritin bind	POLK inh	BLM helicase inh	RXFP1 antag	POLB inh
Cc1ccc(Sc2ccc(N3CCCC(C(=O)Nc4ccc(F)cc4F)C3)nn2)cc1 (stereo not given)	·	19%	-24%	-3%	-2%	-9%	-5%	·	-28%
O=C(COC(=O)CN1C(=O)C2CCCCC2C1=O)NCc1ccc(Cl)cc1Cl (stereo not given)	5%	6%	-8%	-9%	·	-7%	·	6	·
CC(NC(=O)c1ccccc1Cl)C(=O)O (stereo not given)	-4%	2%	-1%	-2%	-2%	3%	-1%	-20	-7%
Cc1ccc2onc(CC(=O)N3CCN(c4cccc(C)c4C)CC3)c2c1	·	-15%	-19%	i	2%	-7%	0%	-24	24%
COc1ccc(N(C(=O)Cn2nnc3ccccc32)C(C(=O)NCc2ccco2)c2cccnc2)cc1 (stereo not given)	9%	7%	-6%	-2%	0%	-6%	-4%	-11	16%
COc1ccc(N(C(=O)CCl)C(C(=O)NCCc2ccccc2)c2cccs2)cc1 (stereo not given)	3%	?	?	-9%	-12%	-5%	-7%	-5	3%
CC(=O)c1cccc(NC(=O)Nc2ccc3c(c2)CCC3)c1	6%	36%[activator]	-10%	0%	-10%	4%	0%	2	83%
CCOc1cnn(Cc2ccccc2)c(=O)c1SCc1ccccc1	-4%	-6%	4%	3%	-10%	-23%	-7%	-2	93%
C=C(C)CSc1nnc(-c2cccc(Cl)c2)n1N	18%	13%	-15%	-6%	?	-3%	-1%	21	22%

Retrieved by compound from above:
SMILES	APE1 inh	Pol iota inh	POLH inh	Tb PGK inh	Apoferritin bind	POLK inh	BLM helicase inh	RXFP1 antag	POLB inh
CCOc1cnn(Cc2ccccc2)c(=O)c1SCc1ccccc1	-4%	-6%	4%	3%	-10%	-23%	-7%	-2	93%
CC(=O)Oc1ccc(/C=N/NC(=O)CCSc2ccccc2)cc1	1%	108%[activator]	-17%	-5%	?	-3%	-5%	-6	17%
Cc1ccc2onc(CC(=O)N3CCN(c4cccc(C)c4C)CC3)c2c1	·	-15%	-19%	i	2%	-7%	0%	-24	24%
